NALP3 yeast inh: NALP3 inflammasome inhibitors in reconstituted yeast, primary screen, luminescence, uHTS; Yeast reconstituted NLRP3/ASC/caspase-1, beta-gal luminescence, 24 h; inhibition, % at 10 µM; 330,000 tested, 0.39% active; AID 2825, 2010;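 active = inhibition of 50% or more; inactive = inhibition below 50%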;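 note: plate controls were induced DMSO wells for no effect and uninduced yeast grown without galactose for full effect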
XBP1 UPR activ: activators of adaptive XBP1 UPR arm, primary screen, cell-based, CHO-XBP1 luciferase reporter, luminescence, uHTS; IRE1-XBP1 UPR activation; percent of tunicamycin response, DMSO as zero; activation, % at 20 µM; 330,000 tested, 0.33% active; AID 463104, 2010;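 active = versus positive control, 20 µM dose yields 30% or more activation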;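 note: 100% = tunicamycin at 10 µg/mL and 0% = DMSO only wells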
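Material: CHO cell line with stable XBP1 luciferase reporter; buffer or medium: F12 medium containing 10% fetal bovine serum; compound: single point, 20 µM final compound, 1% DMSO; incubation: 6 h treatment, 37 °C; measured by: glow luminescence from Steady-Glo reagent; evaluation: activation, % of tunicamycin; control set: tunicamycin high, DMSO low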
tim10-1 inh: growth inhibitors of tim10-1 mutant yeast, primary screen, luminescence, uHTS; 330,000 tested, 2.2% active; AID 463190, 2010; inhibition, % at 20 µM; S. cerevisiae tim10-1 ts strain growth, BacTiter-Glo, 24 h;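 active = inhibition of at least 40%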;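 note: mutant grown at 25 °C; 0% = DMSO wells with yeast and 100% = wells holding no yeast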
TIM10 inh: growth inhibitors of isogenic TIM10 control yeast, primary screen, counter-screen for tim10-1 yeast inhibitor project, luminescence, uHTS; S. cerevisiae TIM10 strain growth, BacTiter-Glo luminescence, 24 h; inhibition, % at 10 µM; 330,000 tested, 1.4% active; AID 463195, 2010;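 active = inhibition of 40% or more at the single tested concentration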;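 note: wild-type TIM10 isogenic control strain grown at permissive 25 °C; 0% = DMSO yeast wells and 100% = minimal medium wells without yeast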
UPR CHOP act: activators of apoptotic CHOP UPR arm, primary screen, cell-based, CHO-CHOP luciferase reporter, luminescence, uHTS. UPR activation; percent of tunicamycin response over DMSO baseline. activation, % at 10 µM. 330,000 tested, 0.34% active;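 active = at 10 µM dose, activation of 40% or more, normalized to positive control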;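 note: 100% = tunicamycin at 10 µg/mL and 0% = DMSO alone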
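System: CHO-CHOP luciferase reporter cell line | Buffer or medium: F12 medium containing 10% fetal bovine serum | Doses: One dose, 10 µM in 0.5% DMSO | Times: 6 h compound exposure at 37 °C after overnight seeding | Signal: Luciferase luminescence | Read-out: % activation vs tunicamycin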
NR3A LBD binder: binders of NR3A ligand-binding domain, primary screen, biophysical, differential scanning fluorimetry, uHTS; NR3A LBD differential scanning fluorimetry, Tm shift; 0% = protein alone, 100% = glycine-bound protein; Tm shift relative to glycine control, % at 25 µM; 340,000 tested, 2.5% active;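 active = melting temperature shift of at least 10% of the positive control shift, at one fixed dose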
APJ ag: agonists of human apelin receptor APJ, primary screen, CHO-K1 cells, PathHunter beta-arrestin, luminescence | P35414 | 0% DMSO wells, 100% apelin | activation, % at 20 µM | 330,000 tested, 0.11% active;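 active = activation more than six SD over the plate average, tested at 20 µM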;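 note: 0% = DMSO alone and 100% = apelin-13 at 10 nM; some results filed as inactive read as strong as hits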
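Material: engineered CHO-K1 APJ arrestin reporter cells; amount: 1000 CHO-K1 reporter cells seeded per well; incubation: compound stimulation 90 min at 25 °C, detection 60 min; signal: luminescent beta-gal fragment complementation, chemiluminescent substrate; read-out basis: APJ agonist activity; controls: DMSO-only wells as negative, 10 nM Apelin-13 as positive control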
tim23-1 inh: growth inhibitors of tim23-1 mutant yeast, primary screen, luminescence, uHTS; 330,000 tested, 1.3% active; inhibition, % at 20 µM; AID 463212, 2010; S. cerevisiae tim23-1 growth, BacTiter-Glo luminescence, 24 h;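 active = growth inhibition of the mutant yeast at or above 50%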;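 note: temperature-sensitive mutant grown at 25 °C; plate controls were DMSO-treated mutant yeast for no effect and medium wells lacking yeast for full effect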
Mdm2 MdmX PPI: inhibitors of human Mdm2-MdmX association, primary screen, cell-based, luminescence, split luciferase, SaOS-2, uHTS. AID 485346, 2010. 330,000 tested, 3% active. inhibition, % at 8 µM. Protein Mdm4 (Homo sapiens) + E3 ubiquitin-protein ligase Mdm2 (Homo sapiens), …. SaOS-2 split-luciferase Mdm2/MdmX complementation;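 active = inhibition of at least 50% at 8 µM in the primary screen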
Target sequence (O15151 whole entry, looked up): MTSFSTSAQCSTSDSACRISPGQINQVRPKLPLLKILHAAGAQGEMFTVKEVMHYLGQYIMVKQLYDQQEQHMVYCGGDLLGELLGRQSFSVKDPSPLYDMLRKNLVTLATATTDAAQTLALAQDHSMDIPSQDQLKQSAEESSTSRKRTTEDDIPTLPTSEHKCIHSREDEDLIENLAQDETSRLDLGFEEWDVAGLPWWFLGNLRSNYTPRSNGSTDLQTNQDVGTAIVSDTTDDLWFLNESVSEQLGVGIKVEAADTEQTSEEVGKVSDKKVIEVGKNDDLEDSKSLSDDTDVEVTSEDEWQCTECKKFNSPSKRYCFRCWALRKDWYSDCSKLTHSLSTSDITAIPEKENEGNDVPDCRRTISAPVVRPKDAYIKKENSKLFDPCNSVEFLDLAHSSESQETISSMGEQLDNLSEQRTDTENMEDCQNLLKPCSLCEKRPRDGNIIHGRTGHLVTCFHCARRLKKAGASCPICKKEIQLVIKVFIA
Target sequence (Q00987 whole entry, looked up): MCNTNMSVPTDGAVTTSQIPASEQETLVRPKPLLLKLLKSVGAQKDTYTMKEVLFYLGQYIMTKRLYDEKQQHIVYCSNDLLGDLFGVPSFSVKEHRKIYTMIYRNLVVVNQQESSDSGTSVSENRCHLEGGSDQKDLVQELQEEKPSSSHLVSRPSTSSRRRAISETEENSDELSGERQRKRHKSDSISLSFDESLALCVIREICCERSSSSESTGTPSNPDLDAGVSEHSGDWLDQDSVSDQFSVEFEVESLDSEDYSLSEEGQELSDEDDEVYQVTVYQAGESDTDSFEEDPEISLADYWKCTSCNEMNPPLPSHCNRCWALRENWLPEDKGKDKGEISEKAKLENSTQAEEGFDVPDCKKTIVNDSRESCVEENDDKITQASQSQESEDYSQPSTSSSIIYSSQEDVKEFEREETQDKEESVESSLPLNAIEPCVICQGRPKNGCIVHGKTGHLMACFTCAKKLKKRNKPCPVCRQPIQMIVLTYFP
* hit, by the source's call; . = not tested or not shown.

SMILES	NALP3 yeast inh	XBP1 UPR activ	tim10-1 inh	TIM10 inh	UPR CHOP act	NR3A LBD binder	APJ ag	tim23-1 inh	Mdm2 MdmX PPI
Cn1c(C(=O)NCc2cccs2)cc2c(=O)n(C)c3ccccc3c21	21	1	7	0	-0.4	0	0	1	16
CC(=O)C(Cc1ccc(Cl)nc1)Cc1ccc(Cl)nc1	-5	-2	13	-1	-0.8	0	-2	-3	-6
Cc1cccc(C)c1OCC(=O)Nn1c(COc2ccccc2)nc2ccccc2c1=O	5	-2	34	25	-0.6	-2	-1	24	-11
CCOC(=O)CCc1c(C)nc2c(c(C)nn2-c2ccccc2)c1C	19	-2	0	17	0.2	0	-2	7	-9
Cc1ccc(C(=O)NCCNC(=O)CN2CCCC2)cc1	-8	-1	12	-3	0.6	3	0	0	-1
COc1cccc(NC(=O)CSc2ncc(S(=O)(=O)c3ccccc3)c(=O)[nH]2)c1	16	1	19	6	0.2	-6	-4	11	3
CCOC(=O)CSc1nnc(CNC(=O)c2ccc(OC)cc2OC)n1C	-1	0	6	-9	-0.9	0	-4	4	5
CCN(CC(=O)Nc1c(F)cccc1F)C(=O)c1ccc(OCc2c(C)noc2C)cc1	16	2	-11	-3	0.8	-3	-2	3	16
Cc1c(CN2CCc3c([nH]c4ccccc34)C2C2CCCCC2)cnn1C (stereo not given)	11	-2	13	-16	-2.5	0	-4	17	3
COC(=O)CNC(=O)C(C)NC(=O)CNC(=O)OCc1ccccc1 (stereo not given)	-2	-1	18	-2	-2.8	0	-2	2	9
CC(=O)Nc1ccc(S(=O)(=O)NCc2nnnn2-c2ccc(Cl)cc2)cc1	-3	0	-12	-6	2.1	3	0	-13	12
COC(=O)CN(c1ccc(OC)cc1)S(=O)(=O)c1ccc(OC)c(OC)c1	-7	0	21	2	0.0	1	5	22	-19
CCOC(=O)[C@H]1[C@H]2COc3ccccc3[C@@H]2N2C(=O)c3cc(F)c(F)cc3NC(=O)[C@@]12C	-12	-4	26	-3	-1.9	-1	3	-3	34
COc1ccc(C2C3=C(CCCC3=O)Nc3c(-c4ccccc4)c(C)nn32)cc1 (stereo not given)	24	0	-13	5	0.9	-1	1	12	23
O=C1c2ccccc2C(=O)c2cc(S(=O)(=O)Nc3ccccc3)ccc21	10	1	31	3	-2.4	8	7	35	37
Cc1cnn(Cc2cccnc2)c1N	10	-2	10	6	-2.4	1	-4	-13	7
O=C(OCC(=O)N1CCCc2ccccc21)c1cc(S(=O)(=O)N2CCOCC2)ccc1O	2	-2	15	14	-1.1	4	-1	20	-8
CSc1cc(C)nc(N(C)C(C)=O)n1	13	1	-4	0	-0.7	0	-2	0	-6
COc1ccc(CC(=O)Nc2nc(-c3ccc(F)c(F)c3)cs2)cc1OC	17	-5	-10	21	5.9	-6	8	36	21
Nc1ccc(C#Cc2c(-c3ccsc3)oc3ccc(N4CCOCC4)cc23)cc1	21	9	35	14	5.2	-12	3	31	27
CC1(C)NC(=O)N(CC(O)CN(c2ccccc2)S(=O)(=O)c2ccccc2)C1=O (stereo not given)	12	-1	-19	15	-0.7	-2	0	4	-3
COC(=O)C1c2ccccc2-c2ccccc21	18	-1	18	3	-0.6	-1	-4	6	5
COc1cc(OC)c(C(=O)OCC(=O)Nc2nnc(-c3ccccc3)o2)cc1OC	11	-1	21	-12	-0.1	0	-2	16	-2
Cc1ccc(NC(=O)CC2SCCNC2=O)cc1[N+](=O)[O-] (stereo not given)	20	5	-1	-1	3.1	4	2	12	11
COc1ccccc1/C=C/C=NC1C(=O)N(c2ccccc2)[N+](C)=C1C (stereo not given)	-3	-2	2	16	-0.3	-5	-1	14	-4
C/C(=N\Nc1nc(-c2ccccn2)nc2ccccc12)c1ccc(F)cc1	8	-4	6	28	12	1	0	30	75*
CCc1ccc(NC(=O)Cn2c(SC)nc3ccccc32)cc1	20	-9	12	3	3.7	0	-2	22	7
O=S(=O)(NCCc1c[nH]c2ccccc12)c1ccccc1	-5	0	21	-3	2.0	-10	-2	15	-10
CC(OC(=O)CCc1ccccc1)C(=O)Nc1ncc(Cl)cc1Cl (stereo not given)	-6	-3	13	-7	-1.9	2	-4	10	8
CC(=O)c1sc2nc(-c3ccco3)ccc2c1N	14	0	14	8	2.2	-7	-3	10	6
COc1ccc(-c2cc(C(=O)Nc3ccccc3SC)no2)cc1OC	8	7	9	6	-0.9	2	-1	-13	16
COc1ccc(NC(=O)CC(NC(C)c2ccccc2)C(=O)O)cc1 (stereo not given)	20	-2	14	10	1.6	0	-1	14	11
CCCN1CCc2c(sc(NC(=S)NC(=O)c3ccccc3)c2C#N)C1	6	2	-4	-10	2.4	-24	-5	6	28
O=C(CSc1ccccn1)Nc1cccc2ccccc12	7	4	25	-2	-0.5	-2	1	15	9
O=C1[C@@H](Oc2ccccc2)[C@@H](c2ccccc2)N1c1ccccc1	.	1	18	1	0.2	-3	.	34	1
NC(=O)C1CCCN(CC(=O)N2CCN(c3ccccc3)CC2)C1 (stereo not given)	3	-1	-18	9	0.4	3	-1	-2	1
CCOC(=O)N1CCN(C(=O)Nc2sc3nc4n(c(=O)c3c2C)CCC(C)CC4)CC1 (stereo not given)	17	0	-6	1	1.3	0	-2	-3	11
Cc1ccc(N2CC(C(=O)N/N=C/c3c(F)cccc3Cl)CC2=O)cc1 (stereo not given)	22	-1	17	7	0.6	2	-3	18	21
COC(CNC(=O)c1ccc2c(c1)nc(C)n2-c1cccc(C)c1)OC	24	7	-6	5	2.4	-4	-4	8	-34
Cc1nnc(NC(=O)CCCOc2ccccc2)s1	12	2	-11	5	0.3	0	-1	4	19
O=C(C[C@H]1C/C=C\CC[C@@H](Cc2ccc(F)cc2)C(=O)O[C@@H](c2ccccc2)CNC1=O)N[C@@H](CO)Cc1ccccc1	-3	1	7	-2	0.1	1	-2	1	14
COc1ccc(/C=C2/C(=O)N(c3c(F)c(F)c(F)c(F)c3F)N=C2C)cc1	5	1	11	-1	-0.3	4	-1	35	17
CCCc1nc2c(s1)CCc1onc(-c3ccc(Br)cc3)c1-2	6	-2	6	-7	-2.4	-6	3	9	-2
CCn1ncc2c(OCc3ccc(C#N)cc3)cc(C)nc21	26	2	10	-5	-0.5	-1	1	10	-4
O=C(COC(=O)CSc1ccc([N+](=O)[O-])cc1)NCc1cccs1	8	-2	28	-10	-2.4	2	4	24	3
CC(C)c1nc2cc(C(=O)NC(c3cccnc3)C(F)(F)F)ccc2o1 (stereo not given)	5	-4	10	6	1.0	-2	-3	12	7
CCCN(CCC)CCCNC(=O)c1cn(CCOC)c(=O)c2c1c1ccccc1n2C	10	-3	14	0	1.3	2	-2	7	8
CCN1C(=O)CC(c2ccccc2)CC1=O	9	-3	-20	-4	-1.8	-1	-2	7	11
C/C(=C\c1ccccc1)CN1CCC(C(=O)N2CCCCC2)CC1	-4	-1	-3	-1	-2.3	-3	-3	0	-14
CCc1nnc2sc(-c3cc(-c4ccccc4)nc4ccccc34)nn12	42	1	29	32	1.4	6	1	14	31

Next section (five carried over from the part before).
SMILES	NALP3 yeast inh	XBP1 UPR activ	tim10-1 inh	TIM10 inh	UPR CHOP act	NR3A LBD binder	APJ ag	tim23-1 inh	Mdm2 MdmX PPI
CC(C)c1nc2cc(C(=O)NC(c3cccnc3)C(F)(F)F)ccc2o1 (stereo not given)	5	-4	10	6	1.0	-2	-3	12	7
CCCN(CCC)CCCNC(=O)c1cn(CCOC)c(=O)c2c1c1ccccc1n2C	10	-3	14	0	1.3	2	-2	7	8
CCN1C(=O)CC(c2ccccc2)CC1=O	9	-3	-20	-4	-1.8	-1	-2	7	11
C/C(=C\c1ccccc1)CN1CCC(C(=O)N2CCCCC2)CC1	-4	-1	-3	-1	-2.3	-3	-3	0	-14
CCc1nnc2sc(-c3cc(-c4ccccc4)nc4ccccc34)nn12	42	1	29	32	1.4	6	1	14	31
O=C(NCc1ccncc1)Nc1ccc(Cl)cc1Cl	14	-2	20	9	0.8	0	-6	-4	8
Cc1nc(N(C)Cc2ccccc2)c2c(C)c(C)sc2n1	39	-4	8	14	-2.8	2	-1	23	13
Cc1cccc(NS(=O)(=O)c2cccc(C(=O)NCC(c3ccco3)N(C)C)c2)c1 (stereo not given)	11	0	5	5	0.9	-3	2	8	33
CCN(CC)C(=O)CSc1nnc(-c2ccc(O)cc2)n1CC1CCCO1 (stereo not given)	-5	-1	19	-20	-1.7	-1	-1	20	0
CCOc1ccc(NC(=O)C(C)N2C(=O)c3ccccc3S2(=O)=O)cc1 (stereo not given)	3	0	-43	-27	-1.0	1	-2	-5	-2
CCOC(=O)/C(=C\c1ccc([N+](=O)[O-])o1)NC(=O)c1ccccc1	7	-6	47*	34	-2.0	0	3	44	25
Cc1ccc(C(=O)Nc2cccc(C(=O)NCc3ccccc3)c2)cc1	25	1	-16	-1	1.7	-1	2	2	-11
CN1CCN(CC(=O)N/N=C\c2c[nH]c3ccccc23)CC1	6	2	12	-5	1.8	.	0	-2	1
COCCn1c(SCc2ccc(C(=O)OC)o2)nc2ccccc2c1=O	10	1	17	3	0.0	0	-4	25	8
CC(C)=CC(=O)N1CC[C@@H](N2CCN(c3ccccc3F)CC2)[C@H](O)C1	1	-2	-1	-2	5.4	1	-3	-6	-4
CCCn1c(CCNC(=O)c2cccs2)nc2ccccc21	-3	0	6	4	2.2	2	-3	4	-6
CCn1c(SCc2nc3ccccc3nc2C)nnc1-c1cccs1	13	1	19	14	-2.1	-1	2	18	-15
O=C(NN1C(=O)c2ccccc2NC1c1ccoc1)c1ccc([N+](=O)[O-])cc1 (stereo not given)	6	3	16	5	-2.4	-2	0	22	-4
O=C(Cc1cccc2ccccc12)Nc1ccccc1C(=O)O	9	2	14	8	-1.4	1	-5	9	-10
CCc1ccc(NC(=O)CCCN2C(=S)NC(C)(C)CC2C)cc1 (stereo not given)	6	1	26	27	0.0	-1	1	7	-19
CC(C)c1ccc(NS(=O)(=O)c2ccc3[nH]cc(C(=O)N4CCC(C(N)=O)CC4)c(=O)c3c2)cc1	3	-2	1	-4	-3.4	1	-1	6	4
O=C(C[n+]1ccccc1)N/N=C/c1ccccc1F	13	1	-9	-3	0.4	-1	-2	6	10
CC(=O)c1cccc(NC(=S)NC(=O)c2ccccc2Cl)c1	12	1	10	13	1.9	-3	-3	-2	15

Bioassay records: PubChem BioAssay, Sanford-Burnham Center for Chemical Genomics
